High-throughput results (PubChem BioAssay)
FAK blocker – inhibitors of human focal adhesion kinase. inhibition, %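 (tested at 7 µM)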. Q05397. biochemical FAK kinase activity assay. 0.84% of 97,000 active; in the data active = inhibition above about 19%;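 also: 0% = DMSO and 100% = reference compound high control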
LYP inh 2 – inhibitors of human LYP (PTPN22) phosphatase. recombinant LYP catalytic domain, DiFMUP fluorescence. inhibition, % at 2 µM. 0.21% of 96,000 active. AID 640;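 active = inhibition at 2 µM at or above a set limit, the screen mean plus 3 SD, cut at about 24% in these data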;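 also: 0% = DMSO with enzyme and 100% = enzyme fully blocked by orthovanadate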
Target sequence (Q9Y2R2 whole entry, looked up, the tested form may be a part): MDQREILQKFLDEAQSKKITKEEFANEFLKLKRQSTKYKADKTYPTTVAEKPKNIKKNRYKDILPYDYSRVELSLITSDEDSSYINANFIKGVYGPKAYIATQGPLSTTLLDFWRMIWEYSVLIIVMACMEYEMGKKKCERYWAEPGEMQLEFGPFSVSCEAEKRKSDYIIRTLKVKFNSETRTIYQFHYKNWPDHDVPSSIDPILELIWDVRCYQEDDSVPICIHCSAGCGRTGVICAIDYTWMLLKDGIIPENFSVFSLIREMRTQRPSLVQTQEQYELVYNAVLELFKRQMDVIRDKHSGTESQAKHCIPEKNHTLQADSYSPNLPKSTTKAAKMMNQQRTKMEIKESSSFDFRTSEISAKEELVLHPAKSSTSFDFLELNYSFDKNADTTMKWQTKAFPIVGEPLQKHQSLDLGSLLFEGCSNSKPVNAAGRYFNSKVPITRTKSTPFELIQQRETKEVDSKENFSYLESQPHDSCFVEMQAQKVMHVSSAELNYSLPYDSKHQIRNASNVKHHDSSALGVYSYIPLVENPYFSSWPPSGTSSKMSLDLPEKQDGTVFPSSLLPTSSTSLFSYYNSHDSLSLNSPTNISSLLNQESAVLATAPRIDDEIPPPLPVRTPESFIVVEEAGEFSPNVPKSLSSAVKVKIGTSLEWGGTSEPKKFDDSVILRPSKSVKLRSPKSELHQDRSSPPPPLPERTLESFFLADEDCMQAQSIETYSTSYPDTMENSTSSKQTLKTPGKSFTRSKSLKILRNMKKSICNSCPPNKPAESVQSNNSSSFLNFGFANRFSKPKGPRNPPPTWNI
cytoskel mod – cytoskeleton assembly modification; HUVEC TNFa F-actin phalloidin imaging, high content; inhibition, % at 2 µM; 0.18% of 91,000 active;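 active = inhibition above the batch mean plus 3 SD and confirmed as a hit by visual image inspection, cut at about 30% in these data, passing the limit was not always enough; inconclusive = above the inhibition threshold but rejected on visual inspection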; also: strong numbers were not always called active
HUVEC tox IL1B – HUVEC cytotoxicity counter-screen, IL-1B stimulated. HUVEC cell count loss, Hoechst imaging. cell count reduction, % at 2 µM. 0.41% of 94,000 active;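 active = cell count reduction more than 3 SD above the screen-wide mean, cut at about 70% in these data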;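 also: normalized per plate to untreated control cells as the no-loss baseline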
PTK2B oligo ant – antagonists of human Pyk2 oligomerization. AID 1347419. z-score (the deposit names both 25 µM and 10 µM). Q293 cells, Pyk2 FERM NanoBiT luminescence; active compounds read low. 0.83% of 99,000 active;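 active = Z-score of -3 or lower, scaled per plate to the spread of control and sample wells; inactive = z-score above -3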;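 also: negative z-score means lost luminescence so less FERM oligomerization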
ERa coact inh – ER-alpha (human) coactivator binding inhibition. P03372. TR-FRET ER-alpha LBD / SRC-1 peptide, estradiol-bound. AID 629. inhibition, % at 25.6 µM. 1.7% of 86,000 active; in the data active = inhibition above about 50%;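 also: 0% = receptor plus peptide control and 100% = peptide only without receptor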
VCAM1 TNFa inh – reduces TNF alpha induced VCAM1 expression in HUVEC; HUVEC TNFa-induced VCAM-1 immunofluorescence, high-content imaging; inhibition, % at 2 µM; 0.48% of 95,000 active; AID 802;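 active = inhibition above the batch mean plus 3 SD, with images confirmed as a hit by eye, cut at about 37% in these data; inconclusive = inhibition above that limit but hit not confirmed in images; inactive = inhibition not above that limit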;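 also: 0% = TNF-stimulated DMSO wells and 100% = unstimulated control wells; not every result past the cut was called active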
PTPN22 act – activators of human LYP (PTPN22) phosphatase; activation, % at 2 µM; recombinant LYP, DiFMUP fluorescence; 0 = plate median, 100 = signal doubled; Q9Y2R2; 0.11% of 96,000 active;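 active = activation at 2 µM above a set limit, the mean plus 5 SD, cut at about 37% in these data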
HUVEC tox TNFa – HUVEC cytotoxicity counter-screen, TNF alpha stimulated | cell count reduction, % at 2 µM | HUVEC TNFalpha-stimulated, Hoechst cell count, imaging | 0.17% of 93,000 active | AID 848;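 active = cell count reduction exceeding the screen mean by over 5 SD, scaled to untreated wells per plate, cut at about 78% in these data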;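 also: cells counted after 24 h of TNF alpha exposure following the 1 h pretreatment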
Starred values were filed as active, the others as inactive; ? = inconclusive; · = no result given; [ ] = dose if it differs, or a comment. Hits appear at their usual frequency, and some 3.8% of all compounds hit somewhere here.

The line under a structure holds: cytoskel mod, PTPN22 act, VCAM1 TNFa inh, HUVEC tox IL1B, PTK2B oligo ant, ERa coact inh, LYP inh 2, HUVEC tox TNFa, FAK blocker
CN(Cc1ccccc1)Cc1nc2c([nH]1)c(=O)n(C)c(=O)n2C
→ -22, 7, 17, -7, 1.1, -5, -3, 1, -8
c1ccc(NCc2nnc3n2CCCCC3)cc1
→ 2, -11, 3, -54, -0.18, 6, 10, -5, -2
CCn1ncc(Br)c1C(=O)Nc1ccc(C(=O)OC(C)C)cc1
→ -5, 2, 18, -146, 1.2, -3[fluorescence artefact?], 1, 11, -1
O=C(Nc1ccccc1Cl)c1cc(S(=O)(=O)N2CCOCC2)cs1
→ 12, 4, -9, -6, 0.77, -1[fluorescence artefact?], -2, -18, -2
COC(=O)c1c(-c2cccnc2)csc1NC(=O)c1cc(C)on1
→ -6, 3, 12, -10, -1.9, 8[fluorescence artefact?], -6, -16, 0
CCSc1nnc(-c2cccc(S(=O)(=O)N(CC)CC)c2)n1Cc1ccccc1
→ -19, 8, -6, -72, -2.3, 11, -8, -22, 0
COc1cc(S(=O)(=O)N(Cc2cccs2)C2CC2)ccc1-n1cnnn1
→ -3, 1, -12, -14, 1.9, -22, -4, 3, 1
CCN1c2ccccc2-c2nc3ccccc3n2C1c1ccncc1 (configuration not stated)
→ 1, -4, 7, -2, -0.96, 9, 1, -17, 0
CCn1c(Sc2nc(C)nc3scc(-c4cccs4)c23)n[nH]c1=O
→ 34, 4, 18, 2, 0.17, -30, -6, 1, 10
COC(=O)Cc1cc(OC)c(OC)cc1Cc1cc(OC)c(OC)cc1CC(=O)OC
→ 3, 3, -4, -2, -1.1, ·, 3, -8, 2
CCOC(=O)c1c(NC(=O)c2ccc(S(=O)(=O)N3CCOCC3)cc2)sc2c1CCN(C)C2
→ ·, -7, -18, -8, -1.8, -1, 6, 45, 7
COc1ccc(N2C(=O)CC(N3CCC(c4nc5ccccc5[nH]4)CC3)C2=O)cc1 (configuration not stated)
→ -2, 13, 8, -3, -0.08, -1, -13, -8, -2
NC(=O)c1ccccc1N/C=C/C(=O)c1ccc(F)cc1
→ -2, -7, -6, 20, -0.25, -5[fluorescence artefact?], 9, -5, 7
CCCN1CN(Cc2ccco2)c2nc3ccccc3n2C1
→ -15, -1, 32, -35, 1, -2, -2, -18, 3
CCOc1ccccc1N1C(=O)CC(Sc2ncccc2C(=O)O)C1=O (configuration not stated)
→ 8, 11, -8, -17, -0.42, -3, -15, -14, -2
CCC(Sc1nc(-c2ccccc2)cc(=O)[nH]1)C(=O)O (configuration not stated)
→ -41, -3, 4, -24, 0.58, 1, 3, -7, -2
Cc1ccc(N2CC(C(=O)OCc3ccc([N+](=O)[O-])cc3)CC2=O)cc1 (configuration not stated)
→ -13, 8, 5, -20, 0.59, -5, -9, 11, 0
O=C(NCC(c1cccnc1)N1CCN(c2ccccc2F)CC1)OCc1ccccc1 (configuration not stated)
→ 2, 4, -6, -15, -3.1*, -5, -3, -22, -2
CCOC(=O)C1=C(CN2CCc3ccccc32)NC(=O)NC1c1cccc([N+](=O)[O-])c1 (configuration not stated)
→ ·, 2, -2, -2, -1.4, 7[fluorescence artefact?], 0, -49, -1
O=c1[nH][nH]c(C(F)(F)F)c1C=NCc1cccc(Cl)c1
→ 4, -2, -10, -1, -0.19, -5, 4, ·, 1

A few values from the results shown:
PTPN22 act, O=C(NCC(c1cccnc1)N1CCN(c2ccccc2F)CC1)OCc1ccccc1 (configuration not stated) is entered as 4
HUVEC tox IL1B, Cc1ccc(N2CC(C(=O)OCc3ccc([N+](=O)[O-])cc3)CC2=O)cc1 (configuration not stated) is entered as -20
FAK blocker, COc1ccc(N2C(=O)CC(N3CCC(c4nc5ccccc5[nH]4)CC3)C2=O)cc1 (configuration not stated) is entered as -2
FAK blocker, CCCN1CN(Cc2ccco2)c2nc3ccccc3n2C1 is entered as 3

The list goes on:
The line under a structure holds: cytoskel mod, PTPN22 act, VCAM1 TNFa inh, HUVEC tox IL1B, PTK2B oligo ant, ERa coact inh, LYP inh 2, HUVEC tox TNFa, FAK blocker
Cc1cc(C)n(C(=O)CCNC(=O)c2ccccc2Br)n1
→ -6, -4, 41, 2, -0.19, 17, 1, 55, 3
CCCc1nc(SCC(=O)N2CCc3ccccc32)c2c(C)c(C)sc2n1
→ ?, -5, 4, -38, ·, ·, 6, -21, -2
COc1ccc(OC)c2sc(NC(=O)c3ccc(Cl)s3)nc12
→ -7, 4, 6, 17, ·, ·, -4, -14, 8
CCCCOc1cccc(C(=O)O)c1
→ 9, 4, 10, -20, 0.65, 2, -3, -31, 2
O=C(ON=C1CCN(S(=O)(=O)c2ccccc2)CC1)c1ccc(F)cc1
→ 14, -3, 3, -4, 0.83, ·, 4, -20, 0
Cn1cc(SCC(=O)N2CCN(c3ccccc3)CC2)c2ccccc21
→ -5, -6, 4, -37, ·, -7[fluorescence artefact?], 4, -11, -1
O=C1CC(O)(c2ccccc2)C(c2ccccc2)=C1c1ccccc1 (configuration not stated)
→ 9, -11, -1, 14, -1.2, 38[fluorescence artefact?], 12, -22, 11
N#Cc1c(N)c(C(=O)c2ccccc2)n2c1CCC2
→ 4, -7, 14, 9, 0.64, -3, 10, 15, -1
Cc1ccc(/C=N/NC(=O)Cn2nc(C)c(Br)c2C)o1
→ -5, -6, 1, -11, -0.99, -4, 7, 2, 0
Cn1c(COc2ccc(Cl)cc2)nnc1SCC(=O)NC1CCCCC1
→ 18, 1, 3, 18, 0.19, 9, 2, -12, 5
CC1=C(C(=O)OC(C)C)C(c2cccs2)N2C(=O)C(C)SC2=N1 (configuration not stated)
→ 12, 2, -4, 4, 0.16, -10, -4, -17, 2
Cc1cc(NC(=O)CCC(=O)N(c2ccc(F)cc2)C(C(=O)NC2CCCC2)c2ccncc2)no1 (configuration not stated)
→ -2, 11, -12, -12, 0.64, 10, -7, 1, 7
COC(=O)CSc1nc2nc(C)c(Br)cc2[nH]1
→ ?, -15, ?, -23, 2.7, -11[fluorescence artefact?], 17, 100*, 2
O=C(CN1CCN(c2nc(-c3ccccc3)cs2)CC1)NNC(=O)c1ccc(Br)cc1
→ 2, -9, 11, 7, 0.35, ·, 7, -12, 3
COc1ccc(C(=O)C2CCN(C(=O)c3ccc(C)cc3)CC2)cc1
→ 10, -6, 15, -19, -0.08, -1, 4, -52, -6
O=C(CN(C1CC1)S(=O)(=O)c1ccc(S(=O)(=O)N2CCCCCC2)cc1)Nc1ccccc1
→ -19, -2, -3, -5, 0.49, -17, 2, -19, 0
O=C(NCc1cccnc1)c1ccc(CS(=O)(=O)Cc2ccc(Cl)cc2)o1
→ 9, 5, 10, 5, 1.6, 7[fluorescence artefact?], -4, -30, 1
Cc1csc(NC(=O)C2CCC(C)(C(=O)O)C2(C)C)n1 (configuration not stated)
→ -8, 0, -5, 18, 0.93, ·, 1, -33, -2
Cn1cc(Br)c(C(=O)N2CCN(c3cccc(Cl)c3)CC2)n1
→ 7, 7, -10, -10, -0.21, -11, -10, -1, 1
CC(C)(C)OC(=O)NC(CCNC=C1C(=O)OC(C)(C)OC1=O)C(=O)O (configuration not stated)
→ 14, -3, 17, -42, 0.67, -6, 7, -22, -1

In a second layout: entries from further up.
mol	cytoskel mod	PTPN22 act	VCAM1 TNFa inh	HUVEC tox IL1B	PTK2B oligo ant	ERa coact inh	LYP inh 2	HUVEC tox TNFa	FAK blocker
O=C(CN1CCN(c2nc(-c3ccccc3)cs2)CC1)NNC(=O)c1ccc(Br)cc1	2	-9	11	7	0.35	·	7	-12	3
COc1ccc(C(=O)C2CCN(C(=O)c3ccc(C)cc3)CC2)cc1	10	-6	15	-19	-0.08	-1	4	-52	-6

Later entries
The line under a structure holds: cytoskel mod, PTPN22 act, VCAM1 TNFa inh, HUVEC tox IL1B, PTK2B oligo ant, ERa coact inh, LYP inh 2, HUVEC tox TNFa, FAK blocker
COc1cc(NC(=S)Nc2cccnc2)cc(OC)c1OC
→ -26, 16, 14, -20, -0.14, ·, -13, 9, -5
COc1cccc(OCCCN2CCCCC2)c1
→ 8, -8, 5, -2, -0.08, 1, 8, 0, 2
CCc1cc(C(=O)COc2ccccc2F)c(O)cc1O
→ -3, -2, 6, -22, -1.6, 9, 0, -17, 2
O=C(Nc1cccc(C(F)(F)F)c1)c1cc(-c2cccs2)on1
→ -10, -5, -12, 13, 0.18, ·, 2, -14, 1
O=C(CN1C(=O)C2CCc3[nH]c4ccccc4c3C2C1=O)N1CCCC1 (configuration not stated)
→ -27, -2, 68, 0, -0.24, -8, -1, 86*, -1
COC(=O)c1onc(C(=O)c2ccccc2)c1C(=O)OC
→ 6, 5, 12, -71, 0.47, -14, -11, -19, 2
Cc1[nH]n(-c2ccccc2)c(=O)c1-c1ccc(Cl)cc1
→ 3, -3, 15, 10, -0.36, -15[fluorescence artefact?], 6, -9, -4
CCCS(=O)(=O)C(=C(Nc1ccccc1)Nc1ccccc1)S(=O)(=O)CCC
→ 3, -4, -1, -72, -0.03, -5, 1, -18, -1
COc1ccc(NC(=O)c2cnc(C)cn2)c2ncccc12
→ 17, 3, -2, 11, ·, 33, -5, -18, 3
N#C/C(=C\c1ccccc1Cl)C(=O)NC(=O)Oc1ccccc1
→ 5, -1, 5, ·, -0.64, -5, 0, -22, -1

With a hit mark in PTK2B oligo ant (from the list above):
SMILES,cytoskel mod,PTPN22 act,VCAM1 TNFa inh,PTK2B oligo ant,ERa coact inh,LYP inh 2,FAK blocker
O=C(NCC(c1cccnc1)N1CCN(c2ccccc2F)CC1)OCc1ccccc1 (configuration not stated),2,4,-6,-3.1*,-5,-3,-2

Next section:
The line under a structure holds: cytoskel mod, PTPN22 act, VCAM1 TNFa inh, HUVEC tox IL1B, PTK2B oligo ant, ERa coact inh, LYP inh 2, HUVEC tox TNFa, FAK blocker
COc1ccc(-n2c(COc3ccc4ccccc4c3)nnc2SCC(=O)NCc2ccco2)cc1
→ 4, -8, 8, -22, -1.2, 13, 7, -19, -2
COC(=O)C1CCN(Cc2ccc(C)cc2)CC1
→ 21, 5, -10, -4, 0.45, -1, -4, -26, -1
CCOC(=O)c1csc(NC(=O)CSc2nnnn2-c2ccc(OCC)cc2)n1
→ ·, -7, -15, -67, 1.1, 18, 6, -29, 1
O=S(=O)(/C=C/c1ccccc1)Nc1ccc2c(c1)OCO2
→ 14, 3, -11, -11, -0.48, -43[fluorescence artefact?], 0, -5, 1
Cc1oc2cc(O)ccc2c(=O)c1Oc1ccc2ccccc2c1
→ 13, -1, 18, 5, -1.9, 7, 5, 6, -1
Cc1[nH]c2ccccc2c1SCCN
→ 0, 1, 1, -3, ·, -1, -4, -4, -1
COc1ccc(N2CCN(c3oc(-c4ccc(OC)c(OC)c4)nc3C#N)CC2)cc1
→ -3, -16, -2, -21, 0.56, 6[fluorescence artefact?], 13, -23, 3
O=C(CSc1nc(-c2ccccc2)c(-c2ccccc2)o1)Nc1nncs1
→ 12, 2, -39, -4, 0.38, ·, -6, -18, 3
Cc1cccc(N2C(=O)C3C(c4ccccc4)OC4(C(=O)c5ccccc5C4=O)C3C2=O)c1 (configuration not stated)
→ -23, 2, -12, 7, -0.5, ·, 3, 18, 0
O=C(Cn1cnc2ccccc2c1=O)Nc1cccc(-c2nnc3n2CCCCC3)c1
→ 7, -6, 0, -3, -0.61, -3, 6, -9, 0
Cn1c(=O)[nH]c(=O)c2c1nc(Br)n2CCSc1ncccn1
→ ·, 1, ·, ·, -0.53, -42, -3, ·, 2
COc1ccc(/C=C/C(=O)N(CC(C)C)CC(C)C)cc1Br
→ 14, 10, 2, 23, -1.2, ·, -6, 5, 2
c1ccc(N2CCN(c3cnc4ccccc4n3)CC2)cc1
→ 1, -4, -1, -21, -0.55, -5, 0, 27, -2
